Compound activity (PubChem BioAssay)
APE1 inh: APE1 (human) endonuclease inhibition; P27695; actives 0.35% (n = 350,000); recombinant APE1, TAMRA/BHQ-2 abasic DNA cleavage fluorescence; Potency, µM (doses to about 65.8 µM), for inactives: at the top dose activity change, negative = inhibition, most hits filed as inhibitors;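 note: potency is the fitted concentration of half-maximal effect; plate controls were vehicle for no effect and reference inhibitor for full effect; nearly all actives have a fitted effect of over 55% in size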
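Activity was derived from the fluorescence gain between first and third kinetic reads (60 s intervals, ex 525/em 598 nm) after 50 nM THF-abasic TAMRA/BHQ-2 duplex was added to 0.75 nM APE1 preincubated 15 min with compound.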
Pol iota inh: DNA polymerase iota (human) inhibition; Potency, µM (series often up to 115 µM), for the others: at the top dose activity, negative = inhibition, most hits filed as inhibitors; AID 588590; Q9UNA4; actives 1% (n = 390,000); Pol iota fluorescent replication assay, 10 min; note: potency is the fitted concentration of half-maximal effect
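Fluorescent replication assay read twice, at 0 min and 10 min after adding 50 nM (final) substrate. Enzyme (10 nM) and compounds were first incubated 15 min at room temperature; enzyme-free buffer wells were negative controls.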
RXFP1 antagonist: antagonists of human relaxin receptor RXFP1 | HEK293-RXFP1, relaxin-stimulated cAMP HTRF, 30 min; stronger effect = lower value | activity change, negative = inhibition, % at 57.5 µM | actives 0.59% (n = 350,000);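 active = activity change of -60% or lower, but not beyond a set lower limit; inconclusive = change between -60% and -40%, or beyond the set limit; inactive = change above -40%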; note: % is set by controls: 0 for no effect and ±100 for the full control effect
BLM inh: Bloom syndrome helicase (human) inhibition | recombinant BLM DNA unwinding, fluorescence dequenching | AID 2528 | Potency, µM (top dose mostly 56.1 µM), inactives show at the highest dose activity change, negative = inhibition, usual class: inhibitors | actives 0.2% (n = 350,000);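 note: potency is the fitted concentration of half-maximal effect; plate controls were vehicle for no effect and no enzyme for full effect; nearly all actives have a fitted effect of over 35% in size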
PGK inhibitor: T. brucei PGK inhibition. PGK/GAPDH coupled, Kinase-Glo luminescence, 60 min. Potency, µM (titrated, usually from 57.5 µM), for the others: at the highest dose activity change, negative = inhibition, usual class: inhibitors. actives 0.043% (n = 380,000); note: potency is the fitted concentration of half-maximal effect; % is set by controls: 0 for no effect and ±100 for the full control effect; nearly all actives have a fitted effect of over 60% in size
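Recombinant glycosomal PGK reaction used 1,3-bisphosphoglycerate generated in-well by GAPDH (100nM final) in 100mM TEA pH 7.6, 5mM MgCl2, 0.01% Tween-20. After 60 minutes at room temperature, ATP was read by Kinase-Glo Plus luminescence end-point.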
POLH inh: DNA polymerase eta (human) inhibition; Potency, µM (highest dose often 114 µM), for inactives: top-dose activity change, negative = inhibition, usual class: inhibitors; actives 1.2% (n = 390,000); recombinant Pol eta, fluorescent DNA replication assay; AID 588591; Q9Y253; note: potency is the fitted concentration of half-maximal effect; % is set by controls: 0 for no effect and ±100 for the full control effect
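Fluorescent replication assay: 50 nM final substrate added after a 15 min room-temperature compound preincubation with 10 nM enzyme. Signal taken at 0 min and again at 10 min.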
Pol kappa inh: inhibitors of human DNA polymerase kappa; purified Pol kappa, fluorescent DNA synthesis assay, 10 min; Potency, µM (doses to about 107 µM), inactives show at the top dose activity, negative = inhibition, actives largely listed as inhibitors; actives 0.53% (n = 400,000); note: potency is the fitted concentration of half-maximal effect; % is set by controls: 0 for no effect and ±100 for the full control effect
Target sequence (Q9UBT6 whole entry, looked up): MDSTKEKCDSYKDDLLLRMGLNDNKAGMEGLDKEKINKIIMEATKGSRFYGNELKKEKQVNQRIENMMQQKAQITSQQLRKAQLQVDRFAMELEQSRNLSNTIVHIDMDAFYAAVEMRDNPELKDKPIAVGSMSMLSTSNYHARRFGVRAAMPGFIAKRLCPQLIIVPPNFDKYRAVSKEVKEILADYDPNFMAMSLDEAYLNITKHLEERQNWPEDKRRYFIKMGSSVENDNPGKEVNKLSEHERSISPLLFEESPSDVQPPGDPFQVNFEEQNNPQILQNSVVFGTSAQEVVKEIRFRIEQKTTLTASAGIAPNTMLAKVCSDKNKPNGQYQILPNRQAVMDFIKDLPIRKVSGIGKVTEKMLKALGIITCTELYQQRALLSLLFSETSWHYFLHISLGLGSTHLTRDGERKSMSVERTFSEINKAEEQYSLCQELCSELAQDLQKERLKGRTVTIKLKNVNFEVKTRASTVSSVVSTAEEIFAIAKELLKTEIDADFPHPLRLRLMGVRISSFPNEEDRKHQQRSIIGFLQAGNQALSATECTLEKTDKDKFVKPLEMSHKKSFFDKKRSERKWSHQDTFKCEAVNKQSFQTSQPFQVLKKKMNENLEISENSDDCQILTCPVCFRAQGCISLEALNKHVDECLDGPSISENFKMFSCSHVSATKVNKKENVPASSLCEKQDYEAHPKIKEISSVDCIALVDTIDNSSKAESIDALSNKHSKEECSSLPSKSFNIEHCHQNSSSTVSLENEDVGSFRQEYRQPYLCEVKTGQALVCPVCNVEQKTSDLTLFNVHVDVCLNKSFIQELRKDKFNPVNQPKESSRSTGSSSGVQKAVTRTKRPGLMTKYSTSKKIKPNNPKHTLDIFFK
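Enzyme at 10 nM met test compounds for 15 min at room temperature. Substrate addition (50 nM final) began the reaction, which was monitored by fluorescence at 0 and 10 min.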
Pol beta inh: blocks human DNA polymerase beta activity; P06746; Pol beta primer extension/strand displacement, fluorescence kinetic; Potency, µM (titrated, usually from 114 µM), without a hit: top-dose activity change, negative = inhibition, actives largely listed as inhibitors; actives 1.3% (n = 340,000); note: potency is the fitted concentration of half-maximal effect; % is set by controls: 0 for no effect and ±100 for the full control effect
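Curves were derived by four-parameter Hill fits of normalized qHTS data. The kinetic fluorescent primer-extension read was taken at 0 and 10 min after 50 nM substrate, following a 15 min room-temperature preincubation of 10 nM enzyme with compounds.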
Apoferritin bind: candidate novel general anesthetic via apoferritin binding | apoferritin/1-aminoanthracene competitive binding, fluorescence | Potency, µM (titrated, usually from 77.5 µM), inactives show top-dose activity change, negative = displacement, actives largely listed as inhibitors | AID 485281 | P02791 | actives 0.074% (n = 350,000); note: potency is the fitted concentration of half-maximal effect; % is set by controls: 0 for no effect and ±100 for the full control effect; nearly all actives have a fitted effect of over 20% in size
Target sequence (P02791 2-175 limits assumed): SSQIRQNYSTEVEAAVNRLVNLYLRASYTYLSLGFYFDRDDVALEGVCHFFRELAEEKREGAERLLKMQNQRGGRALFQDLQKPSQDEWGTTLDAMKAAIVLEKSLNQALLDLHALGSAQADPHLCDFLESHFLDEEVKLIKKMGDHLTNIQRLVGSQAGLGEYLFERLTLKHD
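10 uM apoferritin + 50% sat. 1-AMA, PBS; cpd 10 min RT; Ex380/Em535 endpoint; normalized to free probe vs complex; 4-param Hill fit; propofol titration as pos. ctrl.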
An asterisk follows results filed as active; i = inactive; ? = inconclusive; · = not tested or not shown; [ ] = dose if it differs, or a comment. Unless noted, calls come from the whole dose curve; as a rule, active = well fitted curve in the direction sought with a large enough effect; inconclusive = small, poorly fitted or top-dose-only effect, or another doubt; inactive = no such curve, though single readings can be large; an effect the other way counts as inactive or inconclusive.

SMILES	APE1 inh	Pol iota inh	RXFP1 antagonist	BLM inh	PGK inhibitor	POLH inh	Pol kappa inh	Pol beta inh	Apoferritin bind
NC(=O)Cn1cc(/C=N\NS(=O)(=O)c2ccc(Cl)cc2)c2ccccc21	25%	-9%	5	-2%	0%	-7%	-8%	-1%	-17%
S=C(NCCC(c1ccccc1)c1ccccc1)Nc1cccc(Cl)c1	-8%	0%	-8	-15%	8%	-13%	-7%	21%	12%
CN(C)c1ccc(CNc2nc(-c3ccco3)nn2S(=O)(=O)c2ccc(Cl)cc2)cc1	·	47%[activator]	-5	-6%	-4%	3%	-17%	0%	-14%
C(=N\N1CCN(Cc2cccc3ccccc23)CC1)/c1cccnc1	3%	0%	1	-6%	-7%	-8%	-6%	8%	-7%
COc1ccc(C(=O)NCCS(=O)(=O)NCc2cccnc2)cc1	32%	-7%	1	·	i	-12%	-4%	·	·
CCC1C(=O)CC(c2ccccc2)NC1c1ccccc1 (stereo not given)	5%	5%	-29	-1%	6%	-19%	-1%	26%	-15%
CCOC(=O)C1CCN(C(=O)C(C)Oc2ccc(C(=O)c3ccccc3)cc2)CC1 (stereo not given)	15%	0%	1	·	i	-19%	15%	·	·
CCc1ccc(S(=O)(=O)c2cn(C)c3cc(N4CCCC4)c(F)cc3c2=O)cc1	·	5%	-23	-8%	-7%	-20%	-13%	?	-5%
CC1(/[N+]([O-])=C/c2ccccc2F)CCCCC1=O (stereo not given)	7%	42%[activator]	-6	-5%	-1%	-18%	3%	13%	-13%
O=C(O)c1ccc(Cl)cc1Nc1nc2cc(Cl)ccc2o1	9%	?	-6	46%[activator]	-8%	?	-1%	-10%	-18%
Cc1c(/C=C/C(=O)c2ccc(Cl)s2)cnn1C	1%	9%	-2	-2%	12%	4%	-2%	-16%	4%
CCOC(=O)N1CCN(C(=O)CSc2nnc(-c3cccs3)o2)CC1	-3%	7%	·	-3%	3%	-9%	-12%	23%	-11%
COc1cc(-c2noc(-c3ccc(N4CCOCC4)c([N+](=O)[O-])c3)n2)cc(OC)c1OC	·	15%	·	-23%	7%	-16%	-7%	-2%	-12%
CCOC(=O)C1(CCOc2ccccc2)CCN(Cc2ccc(O)c(OC)c2)CC1	9%	10%	-1	1%	-4%	-16%	-9%	12%	-12%
CCOc1ccc(C(=O)Nc2cc(-c3nc4ccccc4[nH]3)ccc2Cl)cc1[N+](=O)[O-]	?	?	-13	?	-3%	-3%	-1%	-16%	7%
COc1ccc(S(=O)(=O)NC(CC(C)C)C(=O)NC(C)c2cccs2)cc1 (stereo not given)	2%	5%	6	·	-9%	-19%	19%	·	·
O=C(Nc1ccc(C(=O)O)cc1)/C(=C\c1ccc2c(c1)OCO2)NC(=O)c1ccccc1	3%	-14%	-7	-6%	7%	7%	-11%	-1%	-2%
O=C(Nc1cccc2ccccc12)/C(=C\c1cccc([N+](=O)[O-])c1)NC(=O)c1cccs1	-2%	8%	-16	2%	0%	0%	-5%	12%	-4%
COc1ccccc1CC(=O)Nc1ccc(S(=O)(=O)N2CCOCC2)cc1	-9%	46%[activator]	-2	-1%	1%	4%	-11%	19%	-4%
Cc1ccc2nc3c(cc2c1)c(NC(=O)c1cccnc1)nn3C	-2%	8%	-19	-4%	i	-10%	-7%	-25%	-15%

The final three entries of the part before are carried over, then new ones follow:
SMILES	APE1 inh	Pol iota inh	RXFP1 antagonist	BLM inh	PGK inhibitor	POLH inh	Pol kappa inh	Pol beta inh	Apoferritin bind
O=C(Nc1cccc2ccccc12)/C(=C\c1cccc([N+](=O)[O-])c1)NC(=O)c1cccs1	-2%	8%	-16	2%	0%	0%	-5%	12%	-4%
COc1ccccc1CC(=O)Nc1ccc(S(=O)(=O)N2CCOCC2)cc1	-9%	46%[activator]	-2	-1%	1%	4%	-11%	19%	-4%
Cc1ccc2nc3c(cc2c1)c(NC(=O)c1cccnc1)nn3C	-2%	8%	-19	-4%	i	-10%	-7%	-25%	-15%
CCOC(=O)/C(C(=O)Nc1ccccc1Cl)=C1/NC(C)(C)Cc2ccccc21	1%	-6%	-29	-24%	·	-14%	-6%	1%	-10%
O=C(CSc1nccn(-c2ccc(Br)cc2)c1=O)Nc1ccccc1F	6%	3%	-1	·	-4%	-3%	-5%	·	·
O=C1CCc2cc(S(=O)(=O)Nc3ccccc3)ccc2N1	-2%	15%	2	·	-8%	-9%	-3%	·	·
Cn1c(=O)[nH]c(=O)c2c1nc(N1CCCCCC1)n2CC(=O)c1ccccc1	-5%	·	·	-3%	·	·	·	-7%	-4%
O=C(COC(=O)C1COc2ccccc2O1)NC(=O)NC1CCCCC1 (stereo not given)	3%	-11%	9	0%	-5%	-13%	-5%	2%	?
COC(=O)c1ccc(NC(=O)CSc2n[nH]c(-c3ccccc3)n2)cc1	·	34%[activator]	-18	-2%	-10%	-21%	-7%[60.1 µM]	-20%	-9%
COC(=O)CSc1ccc(S(=O)(=O)N2CCOCC2)cc1[N+](=O)[O-]	1%	12%	2	-1%	-1%	-8%	-6%	-1%	-11%
Cc1ccc(C(=O)CN(CCCC(N)=O)S(=O)(=O)c2ccc([N+](=O)[O-])cc2)cc1	-4%	?	·	·	-4%	-15%	-6%	·	·
O=C1C(=O)N(C2CCN(C(=O)c3ccc(Cl)cc3)CC2)CCN1Cc1ccc(F)cc1	·	15%	8	-1%	1%	-20%	5%	1%	-13%
CC1CCCCC1NC(=O)CN1C(=O)CSc2cc(S(=O)(=O)N3CCCCCC3)ccc21 (stereo not given)	3%	6%	-16	0%	-2%	-15%	-18%	42%	-16%
CCOC(=O)c1cc(-c2ccccc2)n(CC(=O)NCc2ccccc2)c1C	·	3%	-7	-2%	-2%	-9%	4%[60.1 µM]	0%	34%[activator]
CC(CCOS(N)(=O)=O)c1ccccc1 (stereo not given)	44%	-28%	·	0%	-8%	-13%	3%	-17%	?
COc1cc(NC(C)=O)c2ncccc2c1[N+](=O)[O-]	-11%	-3%	-11	-10%	-4%	-9%	1%	-3%	8%
COc1cccc(C(=O)NCC(c2ccc(N(C)C)cc2)N2CCc3ccccc32)c1OC (stereo not given)	·	7%	-38	-8%	-5%	-7%	-3%[60.1 µM]	-26%	75%[activator]
CCc1cccc(C)c1NC(=O)Cn1ccn(-c2cccc(OC)c2)c(=O)c1=O	·	4%	0	0%	-3%	-9%	1%	26%	-1%
CCCN1CCN(CCNC(=O)Nc2ccc(OC)cc2OC)CC1	·	10%	·	1%	3%	-13%	2%	4%	0%
Cc1ccccc1C(=O)c1c[nH]c(C(N)=O)c1	-7%	1%	-3	1%	2%	-12%	-9%	39%	-8%
Cn1c(=O)n(C/C=C/c2ccccc2)c(=O)c2c1nc1n2CCN1c1ccc(F)cc1	·	16%	-11	-4%	-6%	-22%	-4%	-24%	-16%
CCP(=O)(CC)C(C)(C)CP(=O)(c1ccccc1)c1ccccc1	-5%	7%	-13	-3%	-2%	6%	-11%	20%	-22%
C/C(CC(=O)Nc1ccc(Cl)cc1Cl)=N\NC(=O)C(=O)N1CCCC1	-2%	115%[activator]	-8	-3%	9%	-12%	2%	88%	-24%
COC(=O)c1sc(N2C(=O)C(O)=C(C(=O)c3ccc(C)o3)C2c2ccc([N+](=O)[O-])cc2)nc1C (stereo not given)	-11%	7%	-28	-3%	1%	?	-10%	3%	-12%
CC[C@]12c3[nH]c4cc(CCC(=O)N(C)C)ccc4c3CCN1C(=O)[C@@H](CC(=O)NCc1ccc(OC)c(OC)c1)C[C@@H]2C(=O)N1CCN(C(=O)c2ccco2)CC1	2%	12%	·	·	8%	-9%	-6%	·	·
Fc1ccc2c(c1)C(c1ccncc1)=NNC(c1ccc(Cl)cc1)=N2	1%	-7%	6	0%	i	-6%	-7%	5%	-18%
COc1ccc(CN(C)C(=O)COC(=O)c2c(C)nn(-c3ccc(F)cc3)c2Cl)cc1	11%	-4%	6	·	-4%	-6%	-8%	·	·
O=C(CN(CCN1CCOCC1)C(=O)Cn1nnc(-c2ccc(F)cc2)n1)NC1CCCCC1	2%	-5%	-10	-4%	0%	-13%	-4%	-3%	-11%
Cc1nc2nc(C)c(NS(=O)(=O)c3ccc4c(c3)CCCC4)c(=O)n2[nH]1	9%	-12%	4	5%	4%	2%	-12%	10%	7%
O=C(NNC(=O)C1CC1)c1cc2cc3ccccc3nc2s1	?	-8%	20	-4%	i	2%	-2%	?	-8%
CCOC(=O)c1[nH]c2ccc(OC)cc2c1NS(=O)(=O)c1ccc(OC)cc1OC	-2%	9%	-29	-1%	2%	-18%	-15%	14%	-18%
O=C(COC(=O)c1ccccc1NC(=O)c1ccccc1)c1cccc([N+](=O)[O-])c1	1%	1%	5	1%	i	-8%	-9%	11%	-17%
CCOc1ccc(S(=O)(=O)Nc2cc(Sc3ncn[nH]3)c3oc(=O)sc3c2)cc1	-4%	·	·	-1%	·	·	·	2%	-13%
CCn1c2c(c3cc(OCC(C)C)ccc31)CCCC2=O	1%	5%	-4	0%	-8%[11.5 µM]	3%	-9%	0%	-11%
COCCNC(=O)C1CC2Cn3c(nc4ccccc43)C2N1C (stereo not given)	6%	40%[activator]	·	0%	0%	-12%	7%	0%	37%[activator]
CC(Sc1nnc(-c2ccccc2)c(-c2ccccc2)n1)C(=O)NCC1CCCO1 (stereo not given)	10%	-20%	-16	·	-7%	-11%	-6%	·	·
O=C(/C=C/c1ccco1)NC(=S)Nc1ccc(N2CCCC2)cc1	-9%	-7%	-2	-4%	-2%	-1%	-8%	7%	-12%
Cc1cccnc1NC(=O)c1ccc(Br)o1	4%	-10%	-2	·	i	-16%	-3%	·	·
COc1ccc(C(=O)OCC(=O)N2CCCC2=O)c(OC)c1	-3%	84%[activator]	-4	-4%	-2%	-7%	-9%	21%	-4%
CC1CCCCN1S(=O)(=O)c1ccc(S(=O)(=O)N2CCN(c3ccc(F)cc3)CC2)cc1 (stereo not given)	3%	54%[activator]	4	0%	·	-14%	4%	0%	?

Some of the compounds tested. The share of hits here may be higher or lower than overall.
